Screening data (PubChem)
GPR55 LPI antagonism – GPR55 antagonists blocking LPI-driven arrestin recruitment, primary screen, imaging, U2OS, beta-arrestin-GFP, LPI agonist (AID 2013); U2OS GPR55 beta-arrestin-GFP translocation imaging, LPI antagonism; higher % means a stronger effect; inhibition, % at 10 µM, or IC50 in µM where a hit was titrated; actives 0.13% (n = 290,000);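 active means spots per cell inhibited over 60%, with over 100 cells counted and total cytoplasm intensity under 500,000; inconclusive means wells with under 100 cells, flagged as likely toxic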;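 further: U2OS cells stably carrying GPR55 and arrestin-GFP stimulated by 5 µM LPI near EC80; imaged beta-arrestin-GFP aggregate spots per cell after agonist stimulation; plate controls were LPI-stimulated DMSO wells for no effect and DMSO wells without LPI for full effect; some results filed as inactive read as strong as hits; confirmed hits need IC50 under 10 µM and bright autofluorescent wells are also inconclusive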
HIV fusion peptide – cell-free HIV fusion peptide-binding blockers – biochemical, uHTS, fluorescence dequenching, primary screen (AID 1986); actives 0.3% (n = 290,000); one-dose inhibition, % at 20 µM; IC50 in µM for titrated hits; cell-free peptide binding, fluorescence dequenching, 30 min; higher % means a stronger effect; in the data active means inhibition mostly above about 52%, no sharp cut-off; inactive means mostly below about 76%; further: some results filed as inactive read as strong as hits
LYP phosphatase – PTPN22 lymphoid phosphatase activity blockers – biochemical, fluorescence intensity, uHTS (AID 1779); recombinant LYP phosphatase, fluorescence intensity; higher % means a stronger effect; inhibition, % at 11.5 µM, or IC50 in µM where a hit was titrated; actives 0.054% (n = 290,000); in the data active means inhibition above about 50%;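 further: plate controls were vehicle with enzyme for no effect and no enzyme for full effect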
GPR35 arrestin U2OS – GPR35 antagonists blocking zaprinast-driven arrestin recruitment, primary screen, imaging, U2OS, beta-arrestin-GFP, zaprinast agonist (AID 2058); U2OS GPR35 beta-arrestin-GFP translocation imaging, zaprinast antagonism; higher % means a stronger effect; inhibition, % at 10 µM; hits with a dose series show IC50 in µM; actives 0.052% (n = 290,000);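 active means inhibition of at least 50% with at least 30 cells and total cytoplasm GFP at most 10,000,000; inconclusive means under 30 cells or total GFP of 10,000,000 plus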
PhoP inhibition – PhoP-dependent GFP reporter repression – Salmonella Typhimurium, primary screen (AID 1863); S. Typhimurium PhoP-regulated promoter GFP reporter, 4 h; higher % means a stronger effect; actives 0.16% (n = 300,000); inhibition, % at 50 µM; hits with a dose series show IC50 in µM;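 active means inhibition over 29.93%, a cutoff 3 SD above the screen mean, later confirmed by dose response; inconclusive means inhibition over 29.93% but no dose response follow-up; inactive means inhibition at most 29.93% or unconfirmed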;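 further: 0% = low Mg2+ inducing control and 100% = high Mg2+ repressing control; strong numbers were not always called active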
SIAH1 antagonists – blockers of Siah-1 interaction with plectin peptide – biochemical, fluorescence polarization, rhodamine-plectin, uHTS, primary screen (AID 1817) | Siah-1 / rhodamine-plectin peptide fluorescence polarization; higher % means a stronger effect | one-dose displacement, % at 20 µM; IC50 in µM for titrated hits | actives 0.02% (n = 290,000);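 active means displacement of at least 50% at 20 µM, with a fluorescence ratio check between 0.3 and a set limit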;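 further: plate controls were Siah plus tracer with DMSO for no effect and tracer alone without Siah for full effect; strong numbers were not always called active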
Myeloid diff 2 – myeloid differentiation induction. calls only at 10 µM. ER-HoxA9 myeloid progenitors, lysozyme-GFP differentiation, flow cytometry. AID 624256. actives 1% (n = 360,000);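 active means normalized GFP-positive differentiation at or above the plate's own cutoff, the solvent-only control mean plus 3 SD; inconclusive means no clear call, values can overlap the other calls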;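 further: cells exposed to compound for four days before flow analysis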
NTR1 ag – NTR1-driven beta-arrestin-GFP spot formation – imaging, U2OS cells, high content, primary screen (AID 493036). P30989. activation, % at 20 µM. actives 0.17% (n = 330,000). agonist mode;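 active means activation at or above 40% of the spot to cytoplasm intensity ratio, with at least 20 cells analyzed; inconclusive means wells under 20 cells, flagged as cytotoxic or low count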;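 further: 0% = DMSO without peptide and 100% = 100 nM NTR1 peptide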
Target sequence (P30989 whole entry, looked up): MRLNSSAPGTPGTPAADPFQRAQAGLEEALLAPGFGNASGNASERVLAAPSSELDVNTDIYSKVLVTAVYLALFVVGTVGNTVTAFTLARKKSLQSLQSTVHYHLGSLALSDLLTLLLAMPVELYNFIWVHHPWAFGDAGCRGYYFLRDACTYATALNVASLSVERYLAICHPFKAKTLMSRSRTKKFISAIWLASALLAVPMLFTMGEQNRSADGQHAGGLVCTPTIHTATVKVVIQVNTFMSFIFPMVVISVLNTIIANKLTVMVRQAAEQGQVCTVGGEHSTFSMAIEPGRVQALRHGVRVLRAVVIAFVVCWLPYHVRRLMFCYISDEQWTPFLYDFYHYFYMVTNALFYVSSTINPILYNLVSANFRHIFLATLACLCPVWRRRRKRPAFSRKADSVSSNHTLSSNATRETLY
Rac1 GTP hydrolysis – MgcRacGAP GTPase-activating activity inhibitors, confirmation, biochemical, ADP Hunter fluorescence; AID 624330; MgcRacGAP-stimulated Rac1 GTP hydrolysis, ADP Hunter fluorescence; higher % means a stronger effect; GST-tagged Rac1 F28L mutant substrate; inhibition, % at 30 µM; hits with a dose series show IC50 in µM; actives 0.6% (n = 340,000);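 active means first-screen hits whose inhibition reached a set limit at any dose in the follow-up dose series; inconclusive means inhibition above the set first-screen limit but never retested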;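 further: fluorescence reports GDP produced by GAP-driven GTP hydrolysis; strong numbers were not always called active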
NTR1 ag cell count 20 µM – further read-out of NTR1 ag, marked with its call; cell count; measured here: cell count, cytotoxicity flag
Myeloid diff 2 GFP+ MAC1+ % – further read-out of Myeloid diff 2, marked with its call; GFP+ MAC1+ double positive, %; measured here: differentiation confirmed by MAC1 staining
* hit, by the source's call.

Screening O=C(Nc1ccc(F)cc1)c1cccc2c1C(=O)N(CC1CCCO1)C2 (configuration not stated) returned GPR55 LPI antagonism 6%, HIV fusion peptide 0.6%, LYP phosphatase -8%, GPR35 arrestin U2OS 0%, SIAH1 antagonists -8%, Myeloid diff 2 inactive, NTR1 ag 2.8, Rac1 GTP hydrolysis 11%, NTR1 ag cell count 20 µM 58 and Myeloid diff 2 GFP+ MAC1+ % 3.8.
For CCOC(=O)CN1C(=O)C(CC)Oc2ccc(Cl)cc21 (configuration not stated) the results were GPR55 LPI antagonism 6%, HIV fusion peptide 6.8%, LYP phosphatase -2%, GPR35 arrestin U2OS 10%, PhoP inhibition 8%, SIAH1 antagonists 1%, Myeloid diff 2 inactive, NTR1 ag 2.9, Rac1 GTP hydrolysis 13%, NTR1 ag cell count 20 µM 60 and Myeloid diff 2 GFP+ MAC1+ % 0.8.
`CN(CC(=O)N1CCN(c2cccc(Cl)c2)CC1)S(=O)(=O)c1cnc[nH]1` gave GPR55 LPI antagonism 3%, HIV fusion peptide 0.8%, LYP phosphatase 0%, GPR35 arrestin U2OS 0%, PhoP inhibition 7%, SIAH1 antagonists 10%, Myeloid diff 2 inactive, NTR1 ag 0.4, Rac1 GTP hydrolysis 6%, NTR1 ag cell count 20 µM 62 and Myeloid diff 2 GFP+ MAC1+ % 2.1.
`O=C(Nc1ccccc1)Nc1n[nH]c2nnc(-c3ccccc3)c(-c3ccccc3)c12` gave GPR55 LPI antagonism -2%, HIV fusion peptide -0.9%, LYP phosphatase 4%, GPR35 arrestin U2OS -11%, PhoP inhibition -7%, SIAH1 antagonists 1%, Myeloid diff 2 inactive, NTR1 ag 16, Rac1 GTP hydrolysis 6%, NTR1 ag cell count 20 µM 60 and Myeloid diff 2 GFP+ MAC1+ % 3.2.
For Cn1c(=O)c2c(SCC(=O)NCC3CCCO3)nc(-c3ccccc3Cl)nc2n(C)c1=O (configuration not stated) the results were GPR55 LPI antagonism 17%, HIV fusion peptide -2.4%, LYP phosphatase -7%, GPR35 arrestin U2OS -13%, PhoP inhibition 4%, SIAH1 antagonists -2%, Myeloid diff 2 inactive, NTR1 ag 0.9, Rac1 GTP hydrolysis 13%, NTR1 ag cell count 20 µM 43 and Myeloid diff 2 GFP+ MAC1+ % 1.3.
Screening COc1ccc(C(=O)c2c[nH]c(C(=O)NCC3CCCO3)c2)cc1 (configuration not stated) returned GPR55 LPI antagonism 3%, HIV fusion peptide 23%, LYP phosphatase 2%, GPR35 arrestin U2OS 14%, PhoP inhibition 25%, SIAH1 antagonists 0%, Myeloid diff 2 inactive, NTR1 ag -1.9, Rac1 GTP hydrolysis 13%, NTR1 ag cell count 20 µM 45 and Myeloid diff 2 GFP+ MAC1+ % 0.9.
Screening COc1ccc(Br)cc1CN(C)CC(=O)Nc1c(Cl)cccc1Cl returned GPR55 LPI antagonism 3%, HIV fusion peptide -1.9%, LYP phosphatase -7%, GPR35 arrestin U2OS 14%, PhoP inhibition -5%, SIAH1 antagonists -5%, Myeloid diff 2 inactive, NTR1 ag 1.0, Rac1 GTP hydrolysis 4%, NTR1 ag cell count 20 µM 57 and Myeloid diff 2 GFP+ MAC1+ % 0.4.
`COc1ccc(/C=C2\SC(=O)N(CCNC(=O)C3CCN(S(=O)(=O)c4cccs4)CC3)C2=O)cc1` gave GPR55 LPI antagonism 5%, HIV fusion peptide 3.9%, LYP phosphatase 8%, GPR35 arrestin U2OS 12%, PhoP inhibition -15%, SIAH1 antagonists 3%, Myeloid diff 2 inactive, NTR1 ag 4.0, Rac1 GTP hydrolysis 11%, NTR1 ag cell count 20 µM 56 and Myeloid diff 2 GFP+ MAC1+ % 0.4.
`O=C(CSCc1cccc(Cl)c1)OCc1nc2ccsc2c(=O)[nH]1` gave PhoP inhibition -2%, Myeloid diff 2 inactive, NTR1 ag -1.0, Rac1 GTP hydrolysis 6%, NTR1 ag cell count 20 µM 48 and Myeloid diff 2 GFP+ MAC1+ % 0.3.
CSc1cccc(NC(=O)CCNS(=O)(=O)c2ccc3[nH]c(=O)oc3c2)c1 was read as GPR55 LPI antagonism 2%, HIV fusion peptide 1.5%, LYP phosphatase -4%, GPR35 arrestin U2OS -6%, PhoP inhibition 4%, SIAH1 antagonists -3%, Myeloid diff 2 inactive, NTR1 ag -1.4, Rac1 GTP hydrolysis 10%, NTR1 ag cell count 20 µM 46 and Myeloid diff 2 GFP+ MAC1+ % 1.3.
Screening O=C(COc1ccc(Cl)cc1)NCc1ccncc1 returned GPR55 LPI antagonism 15%, HIV fusion peptide 1.2%, LYP phosphatase -4%, GPR35 arrestin U2OS 3%, PhoP inhibition -1%, SIAH1 antagonists 9%, Myeloid diff 2 inactive, NTR1 ag 0.0, Rac1 GTP hydrolysis -1%, NTR1 ag cell count 20 µM 56 and Myeloid diff 2 GFP+ MAC1+ % 0.0.
Screening COc1cc(NC(=O)COc2cc(O)c3c(c2)OC(C)(C)CC3=O)cc(OC)c1OC returned GPR55 LPI antagonism -5%, HIV fusion peptide -0.7%, LYP phosphatase -9%, GPR35 arrestin U2OS -5%, PhoP inhibition 1%, SIAH1 antagonists 2%, Myeloid diff 2 inactive, NTR1 ag -2.2, Rac1 GTP hydrolysis 5%, NTR1 ag cell count 20 µM 84 and Myeloid diff 2 GFP+ MAC1+ % 4.1.
Screening Cc1ccc(C(=O)c2c(C)oc3c2C(=O)C(=O)c2ccccc2-3)cc1 returned GPR55 LPI antagonism 7%, HIV fusion peptide 7.3%, LYP phosphatase -2%, GPR35 arrestin U2OS 12%, PhoP inhibition 2%, SIAH1 antagonists 0%, Myeloid diff 2 inconclusive, NTR1 ag 13, Rac1 GTP hydrolysis 18% and NTR1 ag cell count 20 µM 44.
Screening CSC1=C(C#N)C(=O)NC(c2ccccc2O)S1 (configuration not stated) returned GPR55 LPI antagonism 38%, HIV fusion peptide -1.1%, LYP phosphatase -2%, GPR35 arrestin U2OS -6%, PhoP inhibition -9%, SIAH1 antagonists 6%, Myeloid diff 2 inactive, NTR1 ag 3.1, Rac1 GTP hydrolysis 26%, NTR1 ag cell count 20 µM 33 and Myeloid diff 2 GFP+ MAC1+ % 0.4.
Screening COc1cccc(NC(=O)CCC2CCN(C(=O)C3CC=CCC3)CC2)c1 (configuration not stated) returned GPR55 LPI antagonism -4%, HIV fusion peptide -1.5%, LYP phosphatase -4%, GPR35 arrestin U2OS 12%, PhoP inhibition 10%, SIAH1 antagonists -5%, Myeloid diff 2 inconclusive, NTR1 ag 0.2, Rac1 GTP hydrolysis -7% and NTR1 ag cell count 20 µM 66.
O=[N+]([O-])c1ccc(O)c(-c2nc(-c3ccccc3)c(-c3cccs3)[nH]2)c1 was read as GPR55 LPI antagonism -4%, HIV fusion peptide 23%, LYP phosphatase 0%, GPR35 arrestin U2OS -6%, PhoP inhibition 5%, SIAH1 antagonists -4%, Myeloid diff 2 inactive, NTR1 ag 36, Rac1 GTP hydrolysis 3%, NTR1 ag cell count 20 µM 82 and Myeloid diff 2 GFP+ MAC1+ % 3.3.
COc1ccc(N(CC(=O)NCCc2ccc(Cl)cc2)S(=O)(=O)c2c(C)[nH]c(=O)[nH]c2=O)cc1 was read as GPR55 LPI antagonism 14%, HIV fusion peptide 3.1%, LYP phosphatase -7%, GPR35 arrestin U2OS -5%, PhoP inhibition -6%, SIAH1 antagonists 6%, Myeloid diff 2 inactive, NTR1 ag -1.2, Rac1 GTP hydrolysis 5%, NTR1 ag cell count 20 µM 55 and Myeloid diff 2 GFP+ MAC1+ % 0.4.
O=C(O)C1CN(c2ncccc2[N+](=O)[O-])C1 was read as GPR55 LPI antagonism 0%, HIV fusion peptide 0.8%, LYP phosphatase -4%, GPR35 arrestin U2OS -8%, PhoP inhibition 0%, SIAH1 antagonists 2%, Myeloid diff 2 inactive, NTR1 ag -0.7, Rac1 GTP hydrolysis -1%, NTR1 ag cell count 20 µM 50 and Myeloid diff 2 GFP+ MAC1+ % 0.2.
`N#C/C(=C(/O)COC(=O)COc1ccc(Cl)cc1)c1nc2ccccc2[nH]1` gave GPR55 LPI antagonism 13%, HIV fusion peptide 8.3%, LYP phosphatase 4%, GPR35 arrestin U2OS -2%, PhoP inhibition -3%, SIAH1 antagonists -12%, Myeloid diff 2 inactive, NTR1 ag 2.0, Rac1 GTP hydrolysis 5%, NTR1 ag cell count 20 µM 37 and Myeloid diff 2 GFP+ MAC1+ % 0.9.
Screening O=C(CSc1ccc([N+](=O)[O-])cn1)Nc1ccc2c(c1)OCO2 returned GPR55 LPI antagonism -1%, HIV fusion peptide -2.7%, LYP phosphatase -3%, GPR35 arrestin U2OS -1%, PhoP inhibition 4%, SIAH1 antagonists 8%, Myeloid diff 2 inactive, NTR1 ag -0.9, Rac1 GTP hydrolysis 6%, NTR1 ag cell count 20 µM 59 and Myeloid diff 2 GFP+ MAC1+ % 0.4.
`COCCNc1nnc(SCC(=O)N2CCN(S(=O)(=O)c3ccccc3)CC2)s1` gave GPR55 LPI antagonism 5%, HIV fusion peptide 0.5%, LYP phosphatase -10%, GPR35 arrestin U2OS -1%, PhoP inhibition -12%, SIAH1 antagonists -1%, Myeloid diff 2 inactive, NTR1 ag -0.2, Rac1 GTP hydrolysis 3%, NTR1 ag cell count 20 µM 94 and Myeloid diff 2 GFP+ MAC1+ % 0.5.
Screening O=C(CSc1nnc2ccc3ccccc3n12)N1CCOCC1 returned GPR55 LPI antagonism 0%, HIV fusion peptide -0.6%, LYP phosphatase -9%, GPR35 arrestin U2OS -2%, PhoP inhibition -6%, SIAH1 antagonists -2%, Myeloid diff 2 inactive, NTR1 ag 2.6, Rac1 GTP hydrolysis -2%, NTR1 ag cell count 20 µM 47 and Myeloid diff 2 GFP+ MAC1+ % 0.4.
For CC(=O)Nc1ccc(S(=O)(=O)N2CCN(c3cc(C)nc4ncnn34)CC2)cc1 the results were GPR55 LPI antagonism 2%, HIV fusion peptide -0.8%, LYP phosphatase -9%, GPR35 arrestin U2OS 1%, PhoP inhibition 5%, SIAH1 antagonists -4%, Myeloid diff 2 inactive, NTR1 ag 3.0, Rac1 GTP hydrolysis 8%, NTR1 ag cell count 20 µM 46 and Myeloid diff 2 GFP+ MAC1+ % 0.5.
